HTT aggregate: qHTS Multiplex Assay to Identify Dual Action Probes in a Cell Model of Huntington: Aggregate Formation (GFP); PC12 HttQ103-GFP aggregates, Acumen cytometry, 40 h; Potency, µM (top dose mostly 46.1 µM), inactives show top-dose activity change, negative = inhibition, actives largely listed as inhibitors; 220,000 compounds, 1.1% hits; AID 1688, 2009; further: potency means the concentration at half of the fitted maximal effect; on the % scale 0 is the no-effect control and ±100 the full control effect; nearly all actives have a fitted effect of over 60% in size
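PC12 cells stably carrying ecdysone-inducible HTT exon 1 Q103–GFP were induced with tebufenozide (100 nM final) and treated with library compounds in titration. GFP aggregates in lysates were counted by laser scanning cytometry.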
Luc counter: Counterscreen for Luciferase (Kinase-Glo TM) Inhibition | Luciferin 4-monooxygenase (Photuris pensylvanica), Q27757 | Kinase-Glo luciferase, ATP luminescence, 8 min | Potency, µM (highest dose often 38.3 µM), without a hit: at the highest dose activity change, negative = inhibition, hits mostly inhibitors | 200,000 compounds, 0.28% hits | AID 1379, 2008; further: potency means the concentration at half of the fitted maximal effect; on the % scale 0 is the no-effect control and ±100 the full control effect; nearly all actives have a fitted effect of over 60% in size
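Luminescence was the read-out, taken after 8-minute incubation at ambient temperature. Luciferase turned over luciferin with 10 uM ATP in imidazole pH 7.2 buffer containing KCl, MgCl2, Tween 20 and BSA.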
IMPase Li cell: qHTS Assay for Identifying the Cell-Membrane Permeable IMPase Inhibitors: Potentiation with Lithium; CHO-M1 cells, IP1 TR-FRET (IP-One), carbachol + lithium; Potency, µM (doses to about 59.4 µM), for the others: at the top dose activity, negative = IMPase inhibition, hits mostly inhibitors; 210,000 compounds, 0.35% hits; AID 1457, 2008;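 further: IP1 builds up when IMPase is blocked and the TR-FRET signal falls; potency means the concentration at half of the fitted maximal effect; plate controls were basal vehicle for no effect and high inhibitor control for full effect; nearly all actives have a fitted effect of over 50% in size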
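Readout is a homogeneous TR-FRET IP1 immunoassay (Ex 320, Em 665 and 620), where raised cytosolic IP1 lowers signal. Cells were CHO-M1 treated 30 min at 37C with test compounds plus a little lithium; AC50 values came from Hill-equation fitting.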
CBFb RUNX1 block: qHTS Assay for Compounds Blocking the Interaction Between CBF-beta and RUNX1 for the Treatment of Acute Myeloid Leukemia | Runt-related transcription factor 1 (Homo sapiens) + Core-binding factor subunit beta … | AlphaScreen CBFb-His/RUNX1-biotin binding, biochemical | Potency, µM (series often up to 59.8 µM), inactives show at the highest dose activity, negative = inhibition, usual class: inhibitors | 230,000 tested, under 10 active; further: % of control where 0% means no effect
Target sequence (Q01196 whole entry, looked up): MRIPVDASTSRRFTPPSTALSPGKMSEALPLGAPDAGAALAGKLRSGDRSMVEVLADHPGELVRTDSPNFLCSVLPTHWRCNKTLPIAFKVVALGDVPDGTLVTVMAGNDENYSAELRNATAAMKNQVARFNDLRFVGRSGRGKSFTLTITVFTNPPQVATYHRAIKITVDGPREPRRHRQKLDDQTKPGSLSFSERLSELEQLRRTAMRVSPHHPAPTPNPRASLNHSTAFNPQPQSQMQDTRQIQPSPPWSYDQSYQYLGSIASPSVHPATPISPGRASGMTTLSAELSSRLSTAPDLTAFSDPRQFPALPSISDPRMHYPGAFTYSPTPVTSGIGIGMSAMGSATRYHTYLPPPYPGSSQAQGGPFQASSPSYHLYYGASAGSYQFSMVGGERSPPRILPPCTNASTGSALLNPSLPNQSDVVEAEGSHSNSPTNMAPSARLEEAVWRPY
Target sequence (Q13951 whole entry, looked up): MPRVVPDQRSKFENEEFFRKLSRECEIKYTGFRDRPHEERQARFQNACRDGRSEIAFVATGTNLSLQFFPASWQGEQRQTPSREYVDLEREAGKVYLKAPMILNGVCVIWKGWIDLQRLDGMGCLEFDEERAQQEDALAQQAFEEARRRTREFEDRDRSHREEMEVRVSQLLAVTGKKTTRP
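CBF-beta (His) and RUNX1 (biotin), 30 nM each; 20 min preassociation; + compound, 15 min; + beads 50 ng each (Ni, streptavidin), 90 min; RT; AlphaScreen read.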
SMN2 splice enh: qHTS Assay for Enhancers of SMN2 Splice Variant Expression; HEK293 SMN2-luciferase splicing reporter, luminescence, 30-36 h; Potency, µM (series often up to 46.1 µM), for inactives: at the highest dose activity change, positive = activation, most hits filed as activators; 210,000 compounds, 2.8% hits; further: potency means the concentration at half of the fitted maximal effect; % of control where 0% means no effect; nearly all actives have a fitted effect of over 55% in size
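HEK293 cells carry an SMN2 […]–luciferase reporter in which exon 7 inclusion puts luciferase in frame. Cells were plated 10-12 h before compound addition, then incubated 30-36 h at 37C. ONE-Glo luminescence was read; sodium butyrate at 4.5 mM final served as control.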
Lamin A splicing: qHTS Assay for Modulators of Lamin A Splicing; HeLa LMNA splicing GFP/RFP minigene ratio, 48 h; Potency, µM (top dose mostly 46.1 µM), for inactives: at the top dose ratio change, negative = inhibition, usual class: inhibitors; 200,000 compounds, 0.01% hits; active means well fitted inhibition curve with a large enough effect in the signal ratio, with a control signal flat, not every such curve was filed as active; inconclusive means small, poorly fitted or top-dose-only effect, or effect the other way, or a change in a side signal; the % refers to the signal ratio; further: potency means the concentration at half of the fitted maximal effect; on the % scale 0 is the no-effect control and ±100 the full control effect
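Read-out is the ratio of GFP to DsRed2 object intensity, acquired by 488 nm laser-scanning cytometry on HeLa lamin A-EGFP minigene reporter cells. Compound incubation 48 hrs at 37 °C in Opti-MEM with 2% FBS; DMSO 0.5% final.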
HTT cytoprotect: qHTS Multiplex Assay to Identify Dual Action Probes in a Cell Model of Huntington: Cytoprotection (ATP); PC12 HTT-Q103 induced, cytoprotection, ATP luminescence, 40 h; Potency, µM (top dose mostly 56.4 µM), for the others: cytoprotection (ATP increase), hits mostly activators; 230,000 compounds, 0.14% hits; AID 1471, 2008;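 further: potency means the concentration at half of the fitted maximal effect; % of control where 0% means no effect; nearly all actives have a fitted effect of over 45% in size; toxic huntingtin expression switched on by the ecdysone agonist tebufenozide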
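Huntington model: PC12 line, ecdysone-inducible HTTQ103 exon1–GFP, tebufenozide 100 nM. Test articles in a dose series. Endpoint luminescence from cellular ATP.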
* marks the source's active call; other numbers are inactive results; u = inconclusive; x = not tested or not shown; [ ] = remark or other dose. Unless noted, the call rests on the fitted dose curve; in most records, active means well fitted curve in the direction sought with a large enough effect; inconclusive means small, poorly fitted or top-dose-only effect, or another doubt; inactive means no such curve, though single readings can be large; an effect the other way counts as inactive or inconclusive.

Values run as follows: HTT aggregate, Luc counter, IMPase Li cell, CBFb RUNX1 block, SMN2 splice enh, Lamin A splicing, HTT cytoprotect
> Cc1cccc(Nc2ncccc2C(=O)NCc2cccs2)c1C
 : -22%, -2%, -5%[38.3 µM], 2%, -5%, 5%[0.0737 µM], -8%
> Cc1ccc(Nc2nnc(SCC(=O)Nc3ncc(C(F)(F)F)cc3Cl)s2)cc1
 : 2%, -4%, -4%, -1%, 8%, -10%, -5%[10 µM]
> CC(C)[C@@H](CC(=O)N[C@@H]1CCNC[C@H]1C(=O)N[C@H](CC(=O)N[C@@H](CCC(=O)O)CC(=O)O)Cc1c[nH]c2ccccc12)NC(=O)C[C@H](Cc1ccccc1)NC(=O)[C@@H]1CCCC[C@H]1N
 : x, 2%, 16%, 6%, -3%, x, 0%[1.9 µM]
> C=CCOc1c(CNC2CCCC2)cc(Cl)cc1OC
 : 6%, 0%, 18%, 27%, -7%, -25%[46 µM], x
> COc1ccc(-c2nc3cnc(OC)nc3n(-c3ccccc3)c2=O)cc1
 : x, x, 6%, x, x, 1%, 10%
> Cc1cc(NC(=O)CSc2nnnn2Cc2ccccc2)no1
 : 3%, 1%, -5%, -3%, -19%, -13%, 6%[10 µM]
> O=S(=O)(Nc1cccc2ccccc12)c1ccccc1
 : 32%[9.22 µM], x, x, -2%, x, x, 31%[10 µM]
> COC(=O)c1cc(NC2c3ncccc3C(=O)N2Cc2ccccc2)cc(C(=O)OC)c1 (stereo not given)
 : 11%, -5%, 2%[38.3 µM], -1%, 2%, 0%, 0%
> CCCCOc1ccc(Cc2n[nH]c(=S)n2N)cc1
 : -2%, 7%, 4%, 6%, x, u, -9%[10 µM]
> COC(=O)c1c(NC(C)=O)sc(C)c1C
 : -16%, 0%, 4%, -8%, -14%, 18%[9.22 µM], 1%
> CCc1cccc(NS(=O)(=O)c2ccc3c(c2)CCC(=O)N3)c1
 : 3%, 2%, 7%, 3%, -36%[inhibitor], u, -28%
> CCC(=O)N1N=C(c2ccc(C)o2)CC1c1ccc(Br)cc1 (stereo not given)
 : -2%, 0%, 13%, -15%, 1%, -21%, 43%[10 µM]
> O=C(/C=C/Nc1cccc(F)c1)c1ccco1
 : -17%, -24%, 4%[38.3 µM], 1%, 13µM*, 13%, 4%[10 µM]
> CCOC(=O)c1[nH]c(C)c(C(=O)C(C)C)c1C
 : -13%, 15%, 3%[38.3 µM], -4%, 23%, u, 8%[10 µM]
> Cc1ccc(-c2cccc(-c3cc(=O)oc4ccc(C(C)(C)C)cc34)c2)cc1
 : x, 3%[39.9 µM], 10%, -4%[89.1 µM], x, x, -49%[inhibitor]
> O=C(/C=C/c1cccs1)c1ccc(N2CCOCC2)cc1
 : 2%, u, 11%, -8%, 255%, x, -62%[inhibitor]
> COc1ccc(-c2cc(CNC(=O)CN(C)Cc3ccccc3)on2)cc1
 : -4%, 0%, 2%[38.3 µM], -1%, -12%, u, -5%
> Clc1ccccc1CN1CCN(/N=C/C=C/c2ccco2)CC1
 : 17%[9.22 µM], x, x, u, x, x, 32%[10 µM]
> CC1OC(OCC2OC(Oc3c(-c4ccc(O)cc4)oc4cc(O)cc(O)c4c3=O)C(O)C(O)C2O)C(O)C(O)C1O (stereo not given)
 : -13%[9.22 µM], x, -2%, u, x, x, -11%[10 µM]
> COCCNC(=S)N(CCc1c(C)[nH]c2ccc(C)cc12)Cc1cc(OC)c(OC)c(OC)c1
 : -9%, 3%, -2%, -8%[2.36 µM], 18%, u, x

In the list so far, these have an NH in an aromatic ring:
Values run as follows: HTT aggregate, Luc counter, IMPase Li cell, CBFb RUNX1 block, SMN2 splice enh, Lamin A splicing, HTT cytoprotect
> CC(C)[C@@H](CC(=O)N[C@@H]1CCNC[C@H]1C(=O)N[C@H](CC(=O)N[C@@H](CCC(=O)O)CC(=O)O)Cc1c[nH]c2ccccc12)NC(=O)C[C@H](Cc1ccccc1)NC(=O)[C@@H]1CCCC[C@H]1N
 : x, 2%, 16%, 6%, -3%, x, 0%[1.9 µM]
> CCCCOc1ccc(Cc2n[nH]c(=S)n2N)cc1
 : -2%, 7%, 4%, 6%, x, u, -9%[10 µM]
> CCOC(=O)c1[nH]c(C)c(C(=O)C(C)C)c1C
 : -13%, 15%, 3%[38.3 µM], -4%, 23%, u, 8%[10 µM]
> COCCNC(=S)N(CCc1c(C)[nH]c2ccc(C)cc12)Cc1cc(OC)c(OC)c(OC)c1
 : -9%, 3%, -2%, -8%[2.36 µM], 18%, u, x

Later entries.
Values run as follows: HTT aggregate, Luc counter, IMPase Li cell, CBFb RUNX1 block, SMN2 splice enh, Lamin A splicing, HTT cytoprotect
> COc1ccc(C2C(C(=O)Nc3cccc(C)n3)c3ccccc3C(=O)N2C)cc1OC (stereo not given)
 : 4%, x, x, -2%, x, 6%, -15%
> O=C(c1sc2ccccc2c1Cl)N1CCN(c2ccc(F)cc2)CC1
 : -21%, 1%, 10%[38.3 µM], -3%, -29%, -3%, -15%
> CCN(CC)S(=O)(=O)c1cc(C(=O)OCC(=O)Nc2cccc(S(=O)(=O)N(C)C)c2)ccc1F
 : 2%, x, -7%, -3%, x, x, -42%[inhibitor]
> COc1ccc(C(NC(=O)CC(C)C)NC(=O)CC(C)C)cc1OC
 : 7%, -1%, -4%[38.3 µM], 4%, -12%, 2%, -5%
> CC1=C(C(=O)N2CCN(C(=O)c3ccco3)CC2)C2(CCC(C)CC2)OC1=O (stereo not given)
 : -1%, 1%, 10%, 2%, 12%, -8%, -2%
> O=C(c1ccco1)N1CCN(C(c2cccs2)c2sc3ncnn3c2O)CC1 (stereo not given)
 : u, -2%, -12%[38.3 µM], 0%, 4%, 14%, -13%
> O=C(COc1ccc2c(c1)OCO2)Nc1ccc2c(c1)oc1ccccc12
 : 15%, 4%, -17%[38.3 µM], 3%, x, 10%, -33%
> CS(=O)(=O)NCCCCNc1ccc(C(F)(F)F)cc1[N+](=O)[O-]
 : 9%[9.22 µM], -1%, 16%, -4%, x, u, 24%[10 µM]
> Cc1nc2ccc(NC(=O)NCCO)cc2s1
 : 10%, -5%, 26%[38.3 µM], 1%, x, -1%, -1%
> CC(C)COCC(O)CCC(=O)NNC(=S)Nc1ccccc1 (stereo not given)
 : 14%, 0%, 3%, -7%, 9%, -3%, 19%[10 µM]
> CC(CN1CC(=O)NC(=O)C1)N1CC(=O)NC(=O)C1 (stereo not given)
 : 16%, x, x, x, x, u, 26%
> COc1cccc(-n2cnc(=O)c3cccnc32)c1
 : -14%, 0%, -2%, 5%, 21%, -9%, x
> COc1ccc([N+](=O)[O-])cc1NS(=O)(=O)c1ccccc1
 : -5%, 4%, -6%, -14%, 16%[1.84 µM], -19%, 11%[10 µM]
> Cc1c(C(=O)N2CCCCC2)nnn1-c1nonc1N
 : 13%, -1%, 18%[38.3 µM], 2%, u, -1%, 12%
> CCOc1ccc(S(=O)(=O)NCCCN2CCOCC2)c2ccccc12
 : -2%, -12%, -7%[38.3 µM], 3%, 0%, 9%, 10%
> N=c1ccn(Cc2ccc(Cl)cc2Cl)cc1
 : 7.1µM*, -4%, 24%[38.3 µM], 0%, -31%[inhibitor], u, -39%[inhibitor]
> COc1ccc(NC(=O)Cn2c(NCC(C)O)nc3ccccc32)cc1Cl (stereo not given)
 : 18%, 1%, 1%, 0%, 17%, x, x
> CCO[C@@H]1OC(C(=O)NC2CC2)=C[C@H](c2ccc(Br)cc2)[C@H]1CCCO
 : 16%[9.22 µM], x, x, 1%, x, x, -1%[10 µM]
> CC1=CC=CC2=NC(=O)CC(C)(C(=O)N(CC(=O)NC3CCCC3)c3ccccc3C)N12 (stereo not given)
 : -12%, -1%, 8%[38.3 µM], 0%, 2%, 2%, 13%
> O=C(Nc1c(C(=O)O)oc2ccc(Br)cc12)c1ccccc1
 : -13%, -4%, -2%[38.3 µM], -6%, 7%, 9%, 2%

Overlap with the part before: 4 entries; new compounds follow.
Values run as follows: HTT aggregate, Luc counter, IMPase Li cell, CBFb RUNX1 block, SMN2 splice enh, Lamin A splicing, HTT cytoprotect
> COc1ccc(NC(=O)Cn2c(NCC(C)O)nc3ccccc32)cc1Cl (stereo not given)
 : 18%, 1%, 1%, 0%, 17%, x, x
> CCO[C@@H]1OC(C(=O)NC2CC2)=C[C@H](c2ccc(Br)cc2)[C@H]1CCCO
 : 16%[9.22 µM], x, x, 1%, x, x, -1%[10 µM]
> CC1=CC=CC2=NC(=O)CC(C)(C(=O)N(CC(=O)NC3CCCC3)c3ccccc3C)N12 (stereo not given)
 : -12%, -1%, 8%[38.3 µM], 0%, 2%, 2%, 13%
> O=C(Nc1c(C(=O)O)oc2ccc(Br)cc12)c1ccccc1
 : -13%, -4%, -2%[38.3 µM], -6%, 7%, 9%, 2%
> CCOc1ccc(C(=O)NCCC2=CCCCC2)cc1OCC
 : 6%, 2%, 1%, -1%, 11%, -5%[46 µM], -28%
> CCOc1ccc2nc3sc(C(=O)N4CCN(C)CC4)c(N)c3cc2c1
 : u, 0%, 27%[38.3 µM], 4%, 17%, -15%, -18%
> COc1cc(OC)cc(C(=O)NC(=S)Nc2cccnc2)c1
 : 12%, u, 1%[38.3 µM], 0%, -16%, 7%, -28%
> CN1CCN(C(=O)c2ccc(C(C)(C)C)cc2)CC1
 : -1%, -1%, 0%[38.3 µM], 2%, -7%, -4%, 0%
> CCOc1cc(N2CCOCC2)c(OCC)cc1NC(=O)c1nc2nc(C)cc(C)n2n1
 : 23%, 11%, 2%[38.3 µM], 4%, 10%, -2%, -20%[10 µM]
> Cc1ccc(S(=O)(=O)N2CCCC2)cc1C(=O)O
 : 28%, 0%, 7%[38.3 µM], -2%, 3%, 3%, -3%
> O=C(CN1CCN(c2ccc(O)cc2)CC1)Nc1cc(S(=O)(=O)N2CCCCC2)ccc1Cl
 : u, 2%, 5%, u, -30%, x, 5%
> COc1ccc(N2CCN(C(=O)CNC(=O)c3cn(-c4ccccc4OC)c(=O)c4ccccc34)CC2)cc1
 : -6%, 3%, 14%, 9%, -3%, x, -36%[inhibitor]
